Screening results from PubChem.
TDP1 cell CPT – qHTS for Inhibitors of human tyrosyl-DNA phosphodiesterase 1 (TDP1): qHTS in cells in presence of CPT. Potency, µM (highest dose often 46.2 µM), for the others: at the highest dose activity change, negative = growth inhibition, most hits filed as inhibitors. 420,000 compounds, 12% hits. chicken DT40 Tdp1-/-;hTDP1 cells + 20 nM CPT, ATP luminescence, 48 h; also: nearly all actives have a fitted effect of over 55% in size
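Cell growth measured by CellTiter-Glo luminescence after a minimum 48 h, 37 C compound exposure with 20 nM CPT in Tdp1-knockout DT40 cells stably expressing hTDP1, seeded 400/well; qHTS titration format.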
N370S GC – qHTS Assay for Inhibitors and Activators of N370S glucocerebrosidase as a Potential Chaperone Treatment of Gaucher Disease | N370S GC spleen homogenate, 4MU-glucoside fluorescence | Potency, µM (series often up to 59.4 µM), for inactives: at the top dose activity change, negative = inhibition, actives largely listed as inhibitors | 330,000 compounds, 0.092% hits | AID 2101, 2009;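 also: 0% = full enzyme activity and -100% = no enzyme basal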
FEN1 inhibitor – qHTS Assay for the Inhibitors of Human Flap endonuclease 1 (FEN1); Recombinant FEN1 flap cleavage, fluorescence, 15 min; 390,000 compounds, 0.35% hits; Potency, µM (doses to about 114 µM), without a hit: top-dose activity change, negative = inhibition, most hits filed as inhibitors; also: nearly all actives have a fitted effect of over 65% in size
Target sequence (P39748 whole entry, looked up): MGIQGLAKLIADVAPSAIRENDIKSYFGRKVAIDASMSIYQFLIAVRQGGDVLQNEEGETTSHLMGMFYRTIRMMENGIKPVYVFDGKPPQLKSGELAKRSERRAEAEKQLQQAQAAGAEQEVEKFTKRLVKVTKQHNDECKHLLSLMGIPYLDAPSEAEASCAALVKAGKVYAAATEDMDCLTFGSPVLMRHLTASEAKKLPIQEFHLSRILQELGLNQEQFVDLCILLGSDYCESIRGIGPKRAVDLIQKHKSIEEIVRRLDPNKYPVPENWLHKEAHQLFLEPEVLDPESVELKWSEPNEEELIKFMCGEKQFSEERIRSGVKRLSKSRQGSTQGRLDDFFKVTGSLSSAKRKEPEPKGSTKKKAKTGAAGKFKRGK
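FEN1 at 10 nM preincubated with compounds 15 min at room temperature, then flap DNA substrate added at 50 nM final. Signal read at 0 and 15 min; concentration-response fitted with four-parameter Hill equation.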
* hit, by the source's call; ? = inconclusive; · = no result given; [ ] = dose if it differs, or a comment. Calls follow the shape of the dose curve; as a rule, active = well fitted curve in the direction sought with a large enough effect; inconclusive = small, poorly fitted or top-dose-only effect, or another doubt; inactive = no such curve, though single readings can be large; an effect the other way counts as inactive or inconclusive. Unless noted, % is scaled to controls: 0 for no effect and ±100 for the full control effect; potency is read from the fitted curve at half-maximal effect. Only part of the results is shown. The share of hits here may be higher or lower than overall.

SMILES | TDP1 cell CPT | N370S GC | FEN1 inhibitor
CCC(Oc1ccccc1)C(=O)N1CC(C)CC(C)C1 (stereo unspecified) | -4% | 4% | -7%
CCOC(=O)C1(Cc2cccc(Cl)c2)CCCN(C(=O)c2cccnc2)C1 (stereo unspecified) | ? | 13% | 5%
Clc1ccc(/C=N/Nc2ncnc3nc[nH]c23)cc1 | -14% | 11% | -31%
Clc1ccc(CNc2ccc(CNc3ncn[nH]3)cc2)cc1 | ? | -1% | -4%
COc1ccc(NC(=O)N(C)C[C@H]2Oc3ccc(NS(=O)(=O)c4c(C)noc4C)cc3C(=O)N([C@H](C)CO)C[C@@H]2C)cc1 | -4% | · | 2%
O=C(O)c1nc(N2CCCCC2)ncc1Cl | -2% | 4% | -12%
CC12CCC(=O)N1C(C(=O)Nc1cccc(S(=O)(=O)N3CCCCCC3)c1)CS2 (stereo unspecified) | -24% | -10% | -2%
O=C(Cn1c(=O)nc(-c2ccccc2)c2ccccc21)NCc1ccc(F)cc1 | 12% | · | 2%
COCCN(C(=O)COC(=O)c1cccs1)c1c(N)n(Cc2ccccc2)c(=O)[nH]c1=O | -19% | 2% | -10%
O=[N+]([O-])c1ccccc1S(=O)(=O)n1nnc2ccccc21 | -8% | 6% | -2%
O=C(COc1ccc(S(=O)(=O)NC2CCCCC2)cc1)NCCC1=CCCCC1 | ? | 10% | -13%
C#CCOC(=O)c1ccc(-n2cncn2)nc1 | -8% | -18% | -8%
COc1ccc(NC(=O)C(=O)c2cc(C)n(-c3ccc(C)cc3)c2C)cc1Cl | ? | · | -23%
O=C(CCSc1ccc(Cl)cc1)N1CCN(c2ccc(O)cc2)CC1 | -87% | -26% | -14%
C=CCNc1nnnc2c1sc1nc(N3CCOCC3)c3c(c12)CCCC3 | 18% | 3% | 16%
C/C(=N/Nc1ccc(F)cc1)c1ccc(Cl)s1 | -2% | -1% | -2%
C=CCN(CC=C)S(=O)(=O)c1ccc(C(=O)Nc2nnc(COC)o2)cc1 | ? | 9% | 14%
C=CCOc1ccc(C2NC(=O)c3ccccc3O2)cc1OCC (stereo unspecified) | -3% | -2% | 1%
Cc1c(NC(=S)N/N=C/c2cc([N+](=O)[O-])ccc2O)c(=O)n(-c2ccccc2)n1C | -29% | -21% | -2%
CCOC(=O)C1CCCN(C(=O)c2ccc3c(c2)sc2nc(-c4cccc(OC)c4)cn23)C1 (stereo unspecified) | 18µM* | · | 16%
CCN1CCN(C(CNS(=O)(=O)c2ccccc2)c2cccnc2)CC1 (stereo unspecified) | -13% | -4% | -7%
COC(=O)c1c(C)noc1-c1cc(C)on1 | 5% | 2% | 1%
CC1Cn2c(nnc2-c2cccc(Cl)c2)S1 (stereo unspecified) | -10% | -2% | -6%
CSc1nsc(SCC(=O)N2CCCc3ccccc32)n1 | ? | 13% | 8%

A second format for some results above:
SMILES	TDP1 cell CPT	N370S GC	FEN1 inhibitor
Cc1c(NC(=S)N/N=C/c2cc([N+](=O)[O-])ccc2O)c(=O)n(-c2ccccc2)n1C	-29%	-21%	-2%
COC(=O)c1c(C)noc1-c1cc(C)on1	5%	2%	1%
C=CCOc1ccc(C2NC(=O)c3ccccc3O2)cc1OCC (stereo unspecified)	-3%	-2%	1%
COc1ccc(NC(=O)C(=O)c2cc(C)n(-c3ccc(C)cc3)c2C)cc1Cl	?	·	-23%
C=CCNc1nnnc2c1sc1nc(N3CCOCC3)c3c(c12)CCCC3	18%	3%	16%

Reformatted: results already given.
compound	TDP1 cell CPT	N370S GC	FEN1 inhibitor
C=CCNc1nnnc2c1sc1nc(N3CCOCC3)c3c(c12)CCCC3	18%	3%	16%
C/C(=N/Nc1ccc(F)cc1)c1ccc(Cl)s1	-2%	-1%	-2%
C=CCN(CC=C)S(=O)(=O)c1ccc(C(=O)Nc2nnc(COC)o2)cc1	?	9%	14%
C=CCOc1ccc(C2NC(=O)c3ccccc3O2)cc1OCC (stereo unspecified)	-3%	-2%	1%
Cc1c(NC(=S)N/N=C/c2cc([N+](=O)[O-])ccc2O)c(=O)n(-c2ccccc2)n1C	-29%	-21%	-2%
CCOC(=O)C1CCCN(C(=O)c2ccc3c(c2)sc2nc(-c4cccc(OC)c4)cn23)C1 (stereo unspecified)	18µM*	·	16%

More compounds:
SMILES | TDP1 cell CPT | N370S GC | FEN1 inhibitor
CCCCN(C(=O)COC(=O)COc1c(C)cc(C)cc1C)c1c(N)n(CCC)c(=O)[nH]c1=O | 8% | -19% | 0%
O=C(Nc1ccccc1)OCCc1ccccn1 | -1% | · | 1%
CCS(=O)(=O)c1ncc(Cl)c(C(=O)NCc2ccccc2)n1 | ? | · | -9%
CCN1CCN(S(=O)(=O)c2ccc(C)c([N+](=O)[O-])c2)CC1 | 2% | -6% | 7%
CC(C)c1ccc(CNC(=O)CCc2ccccc2)cc1 | -21% | -1% | -4%
CCOC(=O)c1c(-c2ccc(C)o2)csc1NC(=O)CN1CCN(CC)CC1 | ? | 8% | 1%
CCCCCN(C(=O)CCC(=O)OCCOc1cccc(C)c1)c1c(N)n(CCCC)c(=O)[nH]c1=O | ? | -7% | 3%
COC(=O)c1ccc2c(=O)n(CCCCCC(=O)NCCc3ccc(Cl)cc3)c(=O)[nH]c2c1 | -28% | · | 4%
O=C(O)c1cccc(S(=O)(=O)Nc2ccc(Oc3ccccc3)cc2)c1 | -20% | · | -3%
CCOc1ccc(CN2C(=O)CCC2(C)C(=O)NCc2cccnc2)cc1 (stereo unspecified) | -27% | 0% | -4%
Cc1cccc(N2C(=O)CC(Sc3ncn[nH]3)C2=O)c1 (stereo unspecified) | 1.8µM* | 2% | 10%
C=CCNC(=O)c1onc(CSc2nc3ccccc3[nH]2)c1C(=O)NCC=C | -1% | -14% | 11%
Cc1ccc(C(=O)CN2C(=O)C(=O)N(Cc3ccccc3)C2=O)cc1 | 15% | -6% | -1%
COc1cc(-n2c(C)nc3cc(C(=O)NCc4ccco4)ccc32)cc(OC)c1OC | -3% | 5% | 3%
CCCCCCC1CC(CSc2ncn[nH]2)OC1=O (stereo unspecified) | -12% | -4% | 1%
Cc1ccccc1NP(=O)(c1ccccc1)c1nc2ccccc2s1 (stereo unspecified) | -20% | ? | 3%
CC(=O)N1CCc2c(sc3c2c(=O)n(-c2ccc(F)cc2)c(=O)n3Cc2ccc(C#N)cc2)C1 | 0% | · | -5%
O=C(O)c1c(-c2ccccc2)oc2ccc(OCc3ccc(Cl)c(Cl)c3)cc12 | ? | · | 1%
COc1ccc(C(=O)NCc2cc3ccccc3n2C)cc1 | 0% | -7% | 4%
CC1CCCCN1C(=O)Cn1cc(C(=O)c2ccco2)c2ccccc21 (stereo unspecified) | -20% | 18% | 4%
COCC(=O)OCc1cc2cccc(C)c2[nH]c1=O | -8% | -6% | 3%
CCN(CC)C(=O)c1sc2nc(-c3cccs3)cc(-c3ccc(Cl)cc3)c2c1N | ? | 24% | 4%
S=C(c1ccc(-c2cc(Cl)ccc2Cl)o1)N1CCCCC1 | ? | 10% | -5%
O=C(CN1C(=O)C2C3C=CC(C3)C2C1=O)NCC1COc2ccccc2O1 (stereo unspecified) | 2% | 4% | -2%
C#CCOCCOCCOCCNc1nc(N2CCN(C(=O)CCCCCCCCCCNC(=O)[C@H](CO)n3cc(CCCSC)nn3)CC2)nc(N2CCN(C(=O)CCCCCCCCCCNC(=O)[C@H](CO)n3cc(CCCSC)nn3)CC2)n1 | 8.2µM* | -21% | 3%
CCOc1ccc2nc(N3C(=O)C(O)=C(C(=O)c4ccco4)C3c3ccco3)sc2c1 (stereo unspecified) | -24% | · | -16%
CCN(CC)S(=O)(=O)c1ccc(Cl)c(NC(=O)CCCCl)c1 | -18% | 12% | -1%
COc1ccccc1-c1nnc(SCC(=O)Nc2cccnc2Cl)n1C | -13% | · | -10%
COc1cc(OC)cc(C(=O)N=c2sc3ccccc3n2C)c1 | 0% | 4% | -4%
COc1ccc(CN(C(=O)c2snc(C(N)=O)c2N)C(C(=O)NC2CCCC2)c2ccco2)cc1 (stereo unspecified) | 11% | 14% | -13%
O=C(NCCCn1ccnc1)/C(=C/c1ccco1)NC(=O)c1ccccc1 | -2% | · | 6%
CS(=O)(=O)N(CCCC(=O)N1CCCCCC1)c1cccc(Cl)c1 | -1% | -12% | -2%
Cc1oc2c(cc(NS(=O)(=O)c3ccc(Cl)cc3)c3ccccc32)c1C(=O)OCc1ccccc1 | ? | · | -11%
COc1ccc(-n2c(-c3ccc(Cl)cc3)c[n+]3c2CCCCC3)cc1 | 0.82µM* | 1% | 3%
CCOC(=O)C1CCCN(C(=O)c2cccc([N+](=O)[O-])c2C)C1 (stereo unspecified) | 5% | 4% | 4%
O=C(N/N=C/c1ccc(F)cc1)c1sccc1OCc1ccc(F)cc1 | 16µM* | 14% | ?
COC(=O)c1scc(-c2ccc(C)cc2)c1S(=O)(=O)Nc1cc(C)ccc1OC | ? | · | 5%
CN(C(=O)c1ccc(F)c(S(=O)(=O)N2CCOCC2)c1)C1CCCCC1 | 3% | · | -7%
Cc1ccc(S(=O)(=O)N[C@@H](CC(C)C)C(=O)N2CCC(C(=O)N[C@H](C(=O)O)C(C)C)CC2)cc1 | 12% | -23% | -2%
COc1ccccc1N1CCN(c2ncnc3c2nnn3C)CC1 | ? | · | -2%
O=C(OCCOc1cccc(Cl)c1)c1ccc(F)c(S(=O)(=O)N2CCOCC2)c1 | -19% | · | 9%
CN(CC(=O)Nc1ccccc1Cl)C(=O)c1cccc(S(=O)(=O)N2CCN(Cc3ccccc3)CC2)c1 | 12µM* | -24% | -2%
COc1ccc(NC(=O)c2noc3c2CSc2ccccc2-3)cc1Cl | -5% | · | 5%
CC(=O)O[C@H]1CC(C)(C)C(=C=C/C(C)=C/C=C/C(C)=C/C=C/C=C(C)/C=C/C=C(\C)C(=O)C[C@@]23O[C@]2(C)C[C@@H](O)CC3(C)C)[C@](C)(O)C1 | 26µM* | -24% | -18%
CCCOc1cccc(C(=O)NC(=S)Nc2ccccc2)c1 | ? | 10% | -23%
CCOc1ccccc1C(=O)Nc1cccc2cccnc12 | 22% | -9% | -21%
CCCNC(=O)C1(CC2CC(c3ccccc3)=NO2)CCN(C(=O)OC(C)(C)C)CC1 (stereo unspecified) | ? | · | 17%
CCOC(=O)C1=C(N)OC2=C(C(=O)CC(C)(C)C2)C1c1ccc(CC)s1 (stereo unspecified) | 4% | 10% | -3%
Cc1sc(NC(=S)NC(=O)c2ccccc2)c(C#N)c1C | ? | · | -2%
CCOC(=O)CSc1nncc2ccc(OC)c(OC)c12 | ? | 7% | 0%
COc1cc(OC)cc(C(=O)Nc2ccc(N(C)C)c3ccccc23)c1 | ? | -3% | 31%
Fc1ccc(CN2CCCCCCC2)cc1 | -8% | 3%[12.8 µM] | -6%
CCOC(=O)c1c(NC(=O)COC(=O)CCOc2ccccc2C)sc(C(=O)NC)c1C | 23µM* | -2% | -4%
COc1ccc(S(=O)(=O)N2CCN(c3ncccn3)CC2)cc1 | ? | · | 1%
CSc1ncccc1C(=O)NCC1CCCCC1 | 2% | 0% | -14%
CCOc1ccc(CCNc2cc(C)nc3ncnn23)cc1OCC | 21µM* | -2% | -4%
CCCSc1nnc(Cc2cc(=O)[nH]c(=O)[nH]2)n1-c1cc(C)ccc1C | -15% | 2% | 0%
C=CCn1c2[n+](c3ccccc3c1=O)CCCCC2 | -23% | -3% | -11%
CC(=O)OCC(NC(=O)C1CCCN1C(=O)OC(C)(C)C)C1OC(n2ccc(=O)[nH]c2=O)C(OC(C)=O)C1OC(C)=O (stereo unspecified) | · | -12% | -9%
Cc1cc(C)c([N+](=O)[O-])cc1NC(=O)CCS(=O)(=O)c1ccccc1 | -26% | 1% | 9%
Next part:
SMILES | TDP1 cell CPT | N370S GC | FEN1 inhibitor
Cc1c(C(=O)NCc2ccc(F)cc2)sc2nc3n(c(=O)c12)CCC3 | -12% | · | 0%
CC(=O)c1ccc(N2CCN(S(=O)(=O)c3ccc4c(c3)CC(C)N4C(C)=O)CC2)cc1 (stereo unspecified) | 23µM* | 0% | 10%
Oc1oc(-c2ccco2)nc1C=Nc1cccc(Cl)c1 | ? | -9% | -7%
S=C(NCCc1ccccn1)Nc1ccccc1 | -21% | -1% | 7%
CCOC(=O)Cc1c(C)nc2c(C#N)c[nH]n2c1=O | 0% | -15% | 4%
Cn1cc(Br)c(-c2cccc(NC(=O)CCCC(=O)O)c2)n1 | -1% | 7% | -2%
Nc1cc(=O)[nH]c(=O)n1-c1ccc(Cl)cc1 | 13% | 7% | -1%
COc1cc(/C=C2\CCC(C3CCCC3)C2=O)cc(OC)c1OC (stereo unspecified) | ? | -1% | -1%
O=C1c2ccccc2C2=Nc3ccccc3SC(c3ccccc3F)C12 (stereo unspecified) | 15µM* | 1% | -16%
CCCCOC(=O)Nc1nccs1 | -6% | 11% | -11%
NCCn1oc(=O)[nH]c1=O | -2% | -2% | ·
CCCCn1c(SCC(=O)N2CCC(C)CC2)nc2cc(S(N)(=O)=O)ccc21 | -22% | -4% | -3%
